Screening results from PubChem.
Mtb FBA inh: Mtb FBA enzyme inhibitors, primary screen, biochemical, fluorescence, strain H37Rv; purified M. tuberculosis FBA, fluorescence read-out; inhibition, % at 1 µM; hit rate 2.3% among 360,000; in the data active means inhibition above about 27%;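 further: 0% = vehicle and 100% = reference inhibitor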
Target sequence (P9WQA3 whole entry, looked up): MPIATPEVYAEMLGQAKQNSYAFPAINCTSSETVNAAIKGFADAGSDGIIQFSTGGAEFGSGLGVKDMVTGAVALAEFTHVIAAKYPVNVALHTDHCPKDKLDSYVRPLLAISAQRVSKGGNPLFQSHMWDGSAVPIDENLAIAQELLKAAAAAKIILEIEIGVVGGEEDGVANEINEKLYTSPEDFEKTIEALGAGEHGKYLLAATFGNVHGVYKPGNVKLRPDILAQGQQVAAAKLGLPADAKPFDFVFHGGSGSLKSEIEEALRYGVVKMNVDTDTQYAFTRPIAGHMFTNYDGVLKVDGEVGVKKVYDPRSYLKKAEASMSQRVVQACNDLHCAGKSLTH
PfHsp40 yeast: rescue of yeast from PfHsp40 toxicity, primary screen, S. cerevisiae, ATP luminescence. hit rate 0.68% among 340,000. S. cerevisiae expressing PfHsp40, growth rescue. growth rescue, % at 12.5 µM; in the data active means growth rescue above about 28%, passing the limit was not always enough;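 further: yeast W303a lacking pdr1 and pdr3 grown in galactose medium; growth measured after three days at 30 °C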
Mtb UGM inh: M. tuberculosis UGM enzyme inhibitors, primary screen, biochemical, fluorescence polarization, single point; AID 504406, 2011; inhibition, % at 10 µM; UDP-galactopyranose mutase (Mycobacterium tuberculosis (strain ATCC 25618 / H37Rv)), …; purified UGM, fluorescence polarization probe displacement; hit rate 0.06% among 320,000; in the data active means inhibition above about 10%, passing the limit was not always enough
Target sequence (P9WIQ1 whole entry, looked up): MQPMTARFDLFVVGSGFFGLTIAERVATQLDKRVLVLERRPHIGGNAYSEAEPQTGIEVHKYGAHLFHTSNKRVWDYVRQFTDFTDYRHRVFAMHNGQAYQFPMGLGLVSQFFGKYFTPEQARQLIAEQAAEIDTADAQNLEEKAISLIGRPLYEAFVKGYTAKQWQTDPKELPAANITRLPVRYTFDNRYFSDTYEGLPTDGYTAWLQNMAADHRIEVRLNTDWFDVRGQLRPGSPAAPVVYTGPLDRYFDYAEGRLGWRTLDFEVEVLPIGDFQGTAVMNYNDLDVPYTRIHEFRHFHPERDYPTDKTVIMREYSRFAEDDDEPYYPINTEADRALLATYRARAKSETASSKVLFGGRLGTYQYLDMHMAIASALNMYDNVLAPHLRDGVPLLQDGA
FadD28 binding: inhibitors of FadD28 bisubstrate probe binding, primary screen, biochemical, fluorescence polarization, single point; Mycobacterium tuberculosis FadD28 fatty-acid-AMP ligase; inhibition, % at 12.5 µM; hit rate 0.22% among 360,000; in the data active means inhibition above about 8.5%, passing the limit was not always enough
BioA inh: M. tuberculosis BioA enzyme inhibitors, primary screen, biochemical, plate reader, single point, HTS | purified M. tuberculosis BioA enzyme | inhibition, % at 9.99 µM | hit rate 0.096% among 360,000 | AID 602481, 2012; in the data active means inhibition above about 40%
GDH-TPI counter: GDH-TPI coupling enzyme inhibitors, primary screen, artefact control for M. tuberculosis FBA inhibitor project, biochemical, absorbance, full deck. GDH-TPI coupled enzyme counterscreen, NADH absorbance. inhibition, % at 4.8 µM. AID 588335, 2011. hit rate 1.2% among 360,000; in the data active means inhibition above about 30%;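 further: 0% = DMSO wells and 100% = wells lacking the enzyme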
TcdB inh: TcdB glycohydrolase inhibitors, primary screen, biochemical, single point, plate reader. Toxin B (Clostridioides difficile), P18177. TcdB glycohydrolase enzymatic assay. inhibition, % at 9.99 µM. hit rate 0.24% among 350,000. AID 652162, 2013; in the data active means inhibition above about 10%
Vc quorum ag: inducers of Vibrio cholerae quorum light production without autoinducers, primary screen, BH1578 luxS cqsA deficient, single point. V. cholerae BH1578 lux reporter, luminescence, 6 h. activation, % at 18.7 µM. hit rate 0.16% among 350,000; in the data active means activation mostly above about 9.7%, no sharp cut-off; further: not every result past the cut was called active; inactives centre near 0; reference of the scale not given here
Yp Topo-I inh: Yersinia pestis topoisomerase I inhibitors, primary screen, biochemical, cleavage product accumulation, plate reader, single point. activity, % at 10 µM. DNA topoisomerase I (Yersinia pestis CO92). hit rate 0.064% among 360,000. Y. pestis Topo-I cleavage product accumulation. AID 504884, 2011; in the data active means activity above about 50%, passing the limit was not always enough; further: inactives centre near 2
* = called active by the depositor; i = inactive; / = no result given; & = joins results of further samples.

SMILES	Mtb FBA inh	PfHsp40 yeast	Mtb UGM inh	FadD28 binding	BioA inh	GDH-TPI counter	TcdB inh	Vc quorum ag	Yp Topo-I inh
COCc1cccc(C2=CC(=O)C[C@H](c3ccc(OC)cc3)C2)c1	-1.2	2.8	-2.1	-3.1	0.3	5.7	1.1	i	32.7
CC(=O)N(C)c1ccc(NC(=O)C(Sc2ccccc2)c2ccccc2)cc1 (stereo unspecified)	0.3	-1.5	1.7	-2.4	/	2.5	0.2	i	2.1
CN(CC(=O)Nc1ccc(OC(F)(F)F)cc1)S(=O)(=O)c1cnc[nH]1	3.8	7.4	-0.1	-2.8	3.5	17.0	2.3	-0.3	-3.8
O=C1CCC(C(=O)NCc2ccc3c(c2)OCO3)N1 (stereo unspecified)	6.5	1.7	-1.3	-3.7	/	4.4	1.4	-1.0	-1.6
Cc1ccc(C(CC(=O)c2ccco2)SCCO)cc1 (stereo unspecified)	0.8	-0.6	1.5	-0.2	0.9	32.8*	/	i	4.8
CNc1cncc(-c2ccc(F)c(F)c2)n1	167.5*	/	/	-1.9	0.1	22.6	0.9	0.3	-3.3
O=C(CCCn1c(=S)[nH]c2cc3c(cc2c1=O)OCO3)N1CCN(c2ccccn2)CC1	-4.2	0.6	/	-3.8	1.7	24.3	/	i	26.2
COc1ccc(-c2noc(CSc3nc4ccccc4c(=O)n3-c3ccccc3)n2)cc1	-0.7	0.6	1.5	-3.2	-0.8	-2.1	1.2	-1.4	4.5
CCOc1ccc(NC(=O)c2cc3c(C)nc4ccccc4c3o2)cc1	2.2	-0.5	-0.9	0.7	-2.1	0.0	0.2	-0.1	10.1
CC1CN(CCCSc2ccc(Cl)cc2)CC(C)O1 (stereo unspecified)	-0.3	2.4	0.8	-3.2	/	8.6	1.8	-0.8	15.7
COCCCN1C(=O)c2ccc(C(=O)OCC(=O)NCc3ccccc3OC)cc2C1=O	5.5	-0.5	0.3	1.5	-2.2	0.3	1.0	-0.3	-11.6
CCOC(=O)Nc1ccc(Cc2ccncc2)cc1	-0.1	-0.5	0.5	-1.3	/	-3.1	0.2	i	-0.1
NC(=O)c1cnn(C2CCS(=O)(=O)C2)c1 (stereo unspecified)	1.5	-0.5	-0.6	-0.9	/	-5.2	0.2	-0.3	-0.5
CCc1ccccc1N(CC(=O)N/N=C/c1ccc(OC(=O)OC)c(OC)c1)S(C)(=O)=O	0.1	0.5	-0.5	-7.8	2.0	-7.5	/	i	2.8
Cn1ccnc1C1CCCCN1C(=O)c1cc(COc2ccc(F)cc2Cl)on1 (stereo unspecified)	0.8	-1.4	3.1	-2.6	/	5.7	1.3	-0.3	27.1
Cc1nc(NCCc2ccc(S(N)(=O)=O)cc2)c2c3c(sc2n1)CCC3	2.8	0.6	-2.5	-1.0	5.3	-2.1	/	i	1.2
Cc1ccccc1NC(=S)NCC(c1cccnc1)N(C)C (stereo unspecified)	-4.4	-0.8	5.1	-3.4	/	-2.6	0.2	-0.2	3.6
COc1cc(OC)c(C(=O)OCC(=O)Nc2c(C)n(C)n(-c3ccccc3)c2=O)cc1OC	0.6	0.0	/	-0.7	/	7.0	-0.3	2.5	-0.3
COc1cc(C(=O)OCCCN2CCCN(CCCOC(=O)c3cc(OC)c(OC)c(OC)c3)CC2)cc(OC)c1OC	-0.9	0.0	-0.1	-1.4	2.1	8.2	1.9	-0.8	15.8
O=C(O)CCc1nn2c3ccccc3n(Cc3ccccc3F)c2nc1=O	36.9*	0.9	-0.1	0.1	7.7	5.0	1.8	-0.4	10.9
O=[N+]([O-])/C(=C\Nc1ccccc1)S(=O)(=O)c1ccccc1	1.0	-0.7	0.4	0.7	-0.9	0.3	/	-2.4	0.4
O=C(O)CCCCCN=C1CCc2ccccc2N1	2.4	0.5&24.1	/	0.5	0.8	9.2	/	1.4	-1.2
O=C(Cc1ccccc1)c1c[nH]c(C(=O)O)c1	-0.8	-0.4	0.8	-0.2	/	3.5	0.2	0.0	2.6
CCCCCCOC(=O)c1ccccc1NC(=O)/C=C/C(=O)O	5.9	-0.8	3.3	0.8	0.6	7.7	/	-0.3	4.6
Cn1c(SCC(=O)Nc2ccc(Cl)cc2F)nnc1-c1ccco1	-0.5	0.8	1.0	-2.5	/	-0.7	1.1	-0.3	-3.8
Brc1ccc(C2Nc3cccc4cccc(c34)N2)s1	-2.2	-1.1	-0.9	-3.8	/	14.3	1.5	-0.3	-38.4
CCOc1cc(/C=N/NC(=O)COc2ccccc2C)ccc1OC(=O)c1cccs1	-2.2	1.0	-2.1	-2.3	-1.8	7.8	/	i	9.9
CN1CCN(C(=O)COc2ccc(N(C)S(=O)(=O)c3ccc(F)cc3)cc2)CC1	3.1	-0.3	-1.5	-1.9	-0.7	-3.7	0.1	-0.3	-9.0
COc1ccc(/C=C/C(=O)c2ccc3ccccc3c2O)cc1CN1CCOCC1	3.4	0.2	-0.9	-4.5	/	5.2	/	-0.3	1.8
Cc1ccc(-c2nc3ccc(Br)cn3c2Cc2cccc(Cl)c2)cc1	0.2	/	/	-4.8	-3.5	/	-1.6	/	/

Compounds above that have a furan ring, fused or not, in the order listed:
SMILES	Mtb FBA inh	PfHsp40 yeast	Mtb UGM inh	FadD28 binding	BioA inh	GDH-TPI counter	TcdB inh	Vc quorum ag	Yp Topo-I inh
Cc1ccc(C(CC(=O)c2ccco2)SCCO)cc1 (stereo unspecified)	0.8	-0.6	1.5	-0.2	0.9	32.8*	/	i	4.8
CCOc1ccc(NC(=O)c2cc3c(C)nc4ccccc4c3o2)cc1	2.2	-0.5	-0.9	0.7	-2.1	0.0	0.2	-0.1	10.1
Cn1c(SCC(=O)Nc2ccc(Cl)cc2F)nnc1-c1ccco1	-0.5	0.8	1.0	-2.5	/	-0.7	1.1	-0.3	-3.8

Remaining list, next part:
SMILES	Mtb FBA inh	PfHsp40 yeast	Mtb UGM inh	FadD28 binding	BioA inh	GDH-TPI counter	TcdB inh	Vc quorum ag	Yp Topo-I inh
O=C(c1cccc(C(F)(F)F)c1)C1CCCN(C(=O)CCc2cnccn2)C1 (stereo unspecified)	-2.4	-0.2	1.9	-2.9	/	-11.5	0.1	-0.2	-11.2
COc1cccc(C(=O)Nc2c3c(nn2-c2ccc(Cl)cc2)CS(=O)(=O)C3)c1OC	-0.2	0.5	1.7	-3.3	-0.6	0.4	2.0	-0.9	24.2
Cc1nc(N)c(Cc2ccccc2F)c(N)n1	2.1	-0.2	0.9	0.9	/	1.3	-0.1	-0.2	9.6
CC(=O)c1ccc(N2CCN(C(=O)c3c(-c4ccccc4Cl)noc3C)CC2)cc1	3.4	-1.4	2.7	-2.5	-4.2	17.2	0.7	i	0.9
COc1ccc(C2c3c(oc4ccccc4c3=O)C(=O)N2c2ccccn2)cc1OC (stereo unspecified)	5.3	6.9	-0.5	1.3	0.0	11.9	0.9	-0.3	9.8
COc1ccc(NC(=O)COc2cccc3c2CCN(Cc2cccnc2)C3=O)c(OC)c1	1.2	2.4	1.9	-1.5	4.1	-4.2	2.0	i	14.9
CC(C)=CC(=O)N1CCCc2ccccc21	2.1	1.4	-1.1	1.2	-1.4	9.3	/	-1.8	8.6
Cc1cc(NC(=O)c2ccc(NC(=O)CC(C)C)cc2)no1	0.1	0.7	2.7	0.1	0.6	-7.6	/	i	-0.1
CCCn1nc(C(=O)N2CCN(c3ccccn3)CC2)c2ccccc2c1=O	6.2	1.2	-0.2	-1.0	5.4	6.0	0.8	-1.7	-5.3
O=C(NC1CCCCC1)N1CCN(c2ccc(Cl)cc2)CC1	1.6	0.1	3.4	-0.3	6.9	3.1	2.9	-0.5	11.2
Cc1c(C)[n+](=O)c2c(n1[O-])CCCCC2	4.6	-0.4	0.1	-0.3	-0.8	7.8	/	-0.4	7.5
O=C(Cc1cccs1)N/N=C/c1ccccc1	0.7	0.2	-0.6	0.3	-0.1	5.9	1.2	1.5	7.4
CCc1nc(NCC2CC2)c2nnn(Cc3ccccc3)c2n1	-0.2	/	/	-1.7	-1.3	11.6	1.2	-5.9	4.0
Cc1noc(C)c1C(=O)N1CCN(C(=O)c2sc3cc(Cl)ccc3c2Cl)CC1	0.2	1.8	-0.4	-3.5	/	-3.7	/	-0.6	19.5
CC(=O)c1cccc(NC(=O)C2CCN(S(C)(=O)=O)CC2)c1	-0.3	-1.8	0.6	-2.4	2.0	12.3	0.5	i	0.6
Cc1ccccc1/C(N)=N/OC(=O)/C=C/c1ccccc1	0.0	-0.2	0.2	-1.2	1.6	0.0	/	i	7.9
O=C(c1c(Cl)cccc1Cl)N1CCN(c2cccc3[nH]ccc23)CC1	1.1	-1.2	-0.9	-2.0	/	7.2	3.5	-0.4	-11.3
CCOC(=O)C1=C(N)Oc2cc(C)oc(=O)c2C12C(=O)N1c3c(cc(OC)cc32)C(C)=CC1(C)C (stereo unspecified)	-4.6	0.8	1.1	-2.9	0.6	1.5	/	i	-9.8
Nc1nc(-c2cccnc2)nn1C(=O)c1ccc(Cl)cc1	2.1	1.4	/	-4.3	0.6	1.3	-0.1	-0.2	5.0
O=S(=O)(NC1CCN(Cc2ccccc2)CC1)c1ccc(F)c(F)c1	-1.5	/	/	-2.6	0.5	5.4	0.3	-0.5	-4.3
Cc1sc(N(C(=O)CCc2ccccc2)c2ccc(C(=O)O)cc2)nc1-c1ccccc1	2.3	-0.7	0.5	-6.6	/	-12.3	-3.5	-0.2	0.2
CN1CCN(C(=O)c2cc3nc(-c4ccccc4)cc(-c4ccccc4)n3n2)CC1	9.5	0.3	1.8	-2.3	4.3	5.2	/	i	14.5
CCc1ccc(CN2CCCC(C(=O)N3CCCCC3)C2)cc1 (stereo unspecified)	-1.1	-0.4	3.1	-0.8	-2.2	1.7	0.8	i	14.9
CCOC(=O)C1C(c2ccccc2Cl)NC(=O)N(C)C1(O)C(F)(F)F (stereo unspecified)	3.6	0.3	0.9	-0.9	-2.4	2.5	0.7	-0.4	0.7
N/C(=N\OC(=O)c1ccccc1Cl)c1ccccn1	0.7	0.4	-3.1	-0.3	-0.6	14.3	2.2	-0.5	5.2
Cc1noc(C)c1CSCC(=O)N(C)CC(=O)Nc1ccc(F)cc1	2.7	-1.5	-2.8	-1.5	1.0	3.1	2.2	-2.9	39.8
O=C(CN(CC1CCCO1)C(=O)CCC(=O)Nc1nccs1)NCc1ccccc1 (stereo unspecified)	2.6	-0.6	0.0	-1.1	-0.8	11.3	/	/	0.8
C/C(=N\N=C\c1ccccc1)c1nnn(-c2nonc2N)c1C	-1.1	-1.5	-0.3	-0.6	2.4	7.5	/	i	9.2
COc1cc(OC)c(OC)cc1CN1CCc2ccccc2C1	-0.8	-0.5	2.5	-2.4	0.3	0.0	0.1	i	-2.3
Cc1cccc(-n2c(O)c(/C=N/NC(=O)c3ccncc3)c(=O)[nH]c2=O)c1	0.3	/	0.9	0.8	-2.2	24.2	-9.5	-0.5	2.1
O=C(O)c1ccccc1NS(=O)(=O)c1ccc(N/N=C/c2cccc(O)c2O)c([N+](=O)[O-])c1	-4.7	0.9	/	1.7	0.9	24.1	-1.6	i	-22.1
Cc1ccc(CS(=O)(=O)CCC(=O)NCCCN2CCCC2=O)cc1	4.2	0.5	-0.7	-2.8	/	-6.8	/	3.4	3.3
COc1cc(C(=O)Cc2nc3ccccc3n2C)cc(OC)c1OC	-0.6	-1.8	0.3	-1.2	-1.1	20.2	0.4	-0.4	-5.5
Cc1ccc(OCCNC(=O)C(=O)NCc2ccco2)cc1	-5.2	-1.3	5.6	-2.2	/	-0.4	0.8	-0.2	1.5
O=C(Cc1ccc(F)cc1)Nc1nc(-c2ccc(F)cc2)cs1	-0.8	0.2	-2.0	-1.3	-1.7	1.1	0.6	-0.5	0.8
Cc1cc(C)n2nc(SCC(=O)Nc3ccc(F)cc3)nc2n1	4.8	-0.9	0.7	-1.9	5.1	8.9	0.0	i	-6.1
